# CHRM1 agonist: activates human CHRM1 receptor; activation, % at 3 µM; AID 588814; CHO-K1 hM1, Fluo-8 calcium fluorescence, agonist mode; 0% DMSO, 100% acetylcholine EC100; P11229; hit rate 0.33% among 360,000;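 active = activation above the run's mean compound activation plus 3 SD, cut at about 16% in these data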;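 note: peak over basal fluorescence ratio within a 140 s kinetic read after compound addition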
# CHRM1 antagonist: blocks human M1 muscarinic receptor; P11229; CHO-K1 hM1, Fluo-8 calcium fluorescence, ACh EC80 antagonist; inhibition, % at 3 µM; hit rate 1.3% among 360,000; AID 588852;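 active = percent inhibition above its own plate's cutoff, namely the mean of that plate's compound wells plus 3 SD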;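 note: peak over basal fluorescence ratio during 140 s after agonist addition; 0% = ACh EC80 plus DMSO and 100% = DMSO alone without agonist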
# CHO parental Ca: signal in parental CHO cells, OX1R antagonist counter-screen; inhibition, % at 5.6 µM; parental CHO-K1, ATP-induced calcium, Fluo-8 fluorescence; AID 463079; hit rate 0.63% among 330,000;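 active = inhibition above that plate's mean sample inhibition plus 3 SD, cut at about 26% in these data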;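 note: 0% = ATP-challenged DMSO wells and 100% = DMSO wells without ATP; some compounds past the cut are filed as inactive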
#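 Assay system – parental CHO cells · Reagent – ATP stimulus · Detection – intracellular calcium via Fluo-8 no-wash fluorescent dye · Evaluation – percent inhibition of ATP-evoked calcium rise, normalized to controls · Controls – ATP wells versus no-ATP DMSO wells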
# M1 PAM: potentiates human M1 receptor response to acetylcholine; P11229; CHO-K1 hM1, Fluo-8 calcium fluorescence, ACh EC20; 0% = ACh EC20, 100% = maximal ACh; activation, % at 3 µM; hit rate 0.088% among 360,000; AID 588819; in the data active = activation above about 19%, passing the limit was not always enough
# CHO-K1 Ca antag: counter-screen for M1 antagonists: effect in parental CHO-K1 cells; ATP-induced calcium, Fluo-8 fluorescence; inhibition, % at 3 µM; hit rate 0.6% among 360,000; AID 602250;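 active = inhibition above a per-plate cutoff, the plate's mean sample inhibition plus 3 SD, cut at about 24% in these data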;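 note: 0% = DMSO plus EC80 ATP and 100% = DMSO alone without ATP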
# CHRM4 antagonist: antagonists of human muscarinic M4 receptor (CHRM4) | AID 624125 | P08173 | hit rate 0.73% among 360,000 | inhibition, % at 3 µM | CHO-hM4 cells, ACh EC80, Fluo-8 calcium fluorescence;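 active = inhibition above its plate's cutoff, the mean inhibition of sample wells plus 3 SD, cut at about 27% in these data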;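 note: 0% = acetylcholine EC80 with DMSO and 100% = DMSO without agonist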
# Target sequence (P08173 whole entry, looked up): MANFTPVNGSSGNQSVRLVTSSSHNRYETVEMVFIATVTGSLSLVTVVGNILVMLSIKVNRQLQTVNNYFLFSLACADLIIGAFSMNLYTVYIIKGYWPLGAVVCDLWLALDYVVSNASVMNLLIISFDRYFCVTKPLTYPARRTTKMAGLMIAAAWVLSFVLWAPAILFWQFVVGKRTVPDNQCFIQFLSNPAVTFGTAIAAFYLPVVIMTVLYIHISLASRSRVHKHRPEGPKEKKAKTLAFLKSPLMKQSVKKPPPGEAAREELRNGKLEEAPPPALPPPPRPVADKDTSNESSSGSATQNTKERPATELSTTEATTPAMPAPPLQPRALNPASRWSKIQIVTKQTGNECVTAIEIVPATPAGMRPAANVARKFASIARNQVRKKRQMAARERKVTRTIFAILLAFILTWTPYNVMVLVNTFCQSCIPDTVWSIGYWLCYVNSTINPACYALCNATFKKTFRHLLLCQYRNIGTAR
# OXTR potentiate: potentiates the human oxytocin receptor response; P30559; CHO-OTR cells, Fluo-8 calcium fluorescence, potentiator mode; 0% = oxytocin EC15, 100% = EC100; activation, % at 3 µM; hit rate 0.061% among 320,000; AID 2445;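 active = activation above that plate's cutoff, the mean activation of tested compounds plus 3 SD, cut at about 6.6% in these data, passing the limit was not always enough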;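 note: 100% uses oxytocin at 75 nM as the full agonist control; some results filed as inactive read as strong as hits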
# Target sequence (P30559 whole entry, looked up): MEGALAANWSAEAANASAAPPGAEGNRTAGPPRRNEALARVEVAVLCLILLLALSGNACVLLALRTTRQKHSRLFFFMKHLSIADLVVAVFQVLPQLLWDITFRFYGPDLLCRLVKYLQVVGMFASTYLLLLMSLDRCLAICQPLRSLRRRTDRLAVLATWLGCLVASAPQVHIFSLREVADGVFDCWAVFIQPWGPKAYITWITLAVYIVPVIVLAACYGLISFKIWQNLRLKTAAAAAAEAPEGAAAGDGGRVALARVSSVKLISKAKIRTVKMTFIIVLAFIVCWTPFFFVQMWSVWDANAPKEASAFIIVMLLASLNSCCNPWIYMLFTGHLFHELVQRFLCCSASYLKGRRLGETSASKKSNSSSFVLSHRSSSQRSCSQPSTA
#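 assay system = CHO-OTR cells, human receptor | schedule = compound 6 min at room temperature before oxytocin, 100 s read | detection = Fluo-8 intracellular calcium fluorescence, ex 470-495, em 515-575 nm | evaluation = normalized max/min fluorescence ratio, % activation | control set = EC15 oxytocin alone as 0%, 75 nM oxytocin (EC100) as 100%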
# CHO-K1 Ca ag: M1 agonist counterscreen hit in parental CHO-K1 cells. Fluo-8 calcium fluorescence; scaled to maximal ATP response, vehicle zero. activation, % at 3 µM. hit rate 0.48% among 360,000. AID 602248; in the data active = activation above about 15%;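 note: untransfected CHO-K1 host cells lacking M1 receptor as counterscreen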
# M4 ag: CHRM4 agonism in calcium assay. CHO-K1 hM4/Gqi5, Fluo-8 calcium fluorescence; vehicle 0%, full acetylcholine response 100%. P08173. AID 624127. activation, % at 3 µM. hit rate 0.14% among 360,000;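 active = activation above the run mean over all test wells plus 3 SD, cut at about 32% in these data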;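 note: peak over basal fluorescence ratio per well then scaled between controls; 0% = DMSO wells and 100% = acetylcholine at EC100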
# The depositor's hits bear a star; x = not tested or not shown. This is a random part of the collection. Share with any hit: about 2.9%.
SMILES	OXTR potentiate	CHRM1 antagonist	CHO parental Ca	CHO-K1 Ca ag	CHRM4 antagonist	M1 PAM	CHRM1 agonist	CHO-K1 Ca antag	M4 ag
CCCCNC(=O)CCc1c(C)nc2c(c(C)nn2-c2ccccc2)c1C	x	1	x	0.8	0	5	-6	12	0
COc1cc(/C=C(\C#N)c2nc3ccc(C)cc3[nH]2)c([N+](=O)[O-])cc1OC	-5	-29	-6	0.0	-8	4	13	-9	4
Cc1cccc(C(=O)NC2CCN(S(=O)(=O)c3ccccc3F)CC2)c1	-1	1	-17	1.0	-1	-6	-2	3	3
CCN(CC)C(=O)COc1coc(CN2CCN(c3ccccc3)CC2)cc1=O	-9	-5	7	1.7	0	15	2	-15	0
CCN(CC)CCn1c(NC(=O)c2ccccc2O)nc2ccccc21	1	-3	-24	1.7	2	7	-5	0	6
O=C(COC(=O)CCC(=O)c1cccs1)Nc1cc(S(=O)(=O)N2CCOCC2)ccc1Cl	4	4	4	1.7	25	-5	-2	-6	3
N#Cc1cccc(S(=O)(=O)NCC(=O)NCCCc2ccccc2)c1	-5	6	1	0.2	11	-5	-5	-11	1
O=C(NCC(F)(F)F)c1ccc2sc([C@@H]3O[C@H](CO)[C@H](O)[C@H](O)[C@H]3O)nc2c1	x	-4	x	-0.2	-9	14	6	-7	1
CCCN1C(=O)/C(=C/c2c(NCCCOC(C)C)nc3c(C)cccn3c2=O)SC1=S	-12	18	2	0.5	-7	-1	3	17	1
Cc1cc2ncn(S(=O)(=O)N(C)C)c2cc1C	4	-10	-8	0.2	17	12	-7	-5	-1
CC(C)CNS(=O)(=O)c1ccc(CCC(=O)N2CCN(c3ccc(F)cc3)CC2)cc1	-10	-1	-14	4.0	-10	3	-2	-19	3
Cc1nn2c(c1-c1ccccc1)N=C(c1ccco1)CC2c1ccccc1 (stereo not given)	-13	12	-15	0.5	4	1	-1	11	2
O=C(Cn1c(=O)c2ccccc2n(CC(=O)N2CCCCC2)c1=O)N1CCCCC1	-9	13	-5	-0.2	-3	-7	-7	-7	0
Cc1ccc(NC2=C(Cl)C(=O)OC2OC(=O)c2ccco2)c(C)c1 (stereo not given)	-6	-15	14	1.6	10	10	-2	-13	3
CN(C[C@H](Cc1ccccc1)N(C[C@H](Cc1ccccc1)N(CCC(C)(C)C)N=O)N=O)N=O	-16	-20	7	-0.3	-3	12	-3	-8	2
O=S(=O)(c1cccc(Cl)c1)N1CCSc2ccccc21	-1	-11	-12	-0.9	2	8	-4	-29	0
CCc1ccc2nc(NC(=O)C3CCN(c4ncnc5sc(C)c(C)c45)CC3)sc2c1	-6	-6	-22	6.7	3	9	-1	0	1
CC(=O)CCC(=O)N1CCCC(CNC(=O)c2ccc(-c3ccccc3)cc2)C1 (stereo not given)	-2	-3	-16	2.9	5	2	-3	-17	3
COCC(=O)N/N=C(\C)CC(=O)NCc1ccco1	-8	-8	-12	-0.2	-7	13	-8	-4	0
COc1ccc(-n2c(=O)c3c4c(sc3n(CC(N)=O)c2=O)CCCCC4)cc1	-6	-6	-6	0.6	-19	2	-3	-13	1
CCc1ccc(S(=O)(=O)NC(=S)NC2CCCCC2)cc1	0	-12	-13	-0.4	2	9	-5	16	0
O=C(CSc1ccccc1)NCCc1ccccc1	-8	-7	-6	0.6	2	4	-5	-12	0
CCN(CC)S(=O)(=O)c1ccc(C(=O)NCC(=O)NCc2ccc3c(c2)OCO3)cc1	x	-3	x	1.8	-26	-1	-6	-15	5
CN(C)CCCN1C(=O)c2cccc3c(Br)ccc(c23)C1=O	2	-2	-13	1.0	4	-1	-4	-12	1
CCOC(=O)N1CCN(Cc2nc(CC3CC3)no2)CC1	-6	2	-11	-0.8	4	-4	-8	11	0
Cc1csc(N(C(=O)c2cccc(S(=O)(=O)N3CCCC3)c2)c2ccccc2)n1	-8	16	-9	1.9	1	-2	-3	-2	3
CC1CCc2ccccc2N1C(N)=Nc1ccccc1 (stereo not given)	-4	5	-11	2.5	-6	-3	-5	-15	1
C[C@H]1CNC(=O)c2c(C(=O)N[C@@H](Cc3c[nH]c4ccccc34)C(=O)OC(C)(C)C)ncn21	x	-8	x	0.2	-6	13	8	5	2
Cc1cccc(OCc2nnc(SCC(=O)O)n2-c2ccccc2)c1	-3	-10	8	0.4	0	2	-2	-13	1
O=C(O)CSc1c(-c2cccs2)[nH]c2ccccc12	-10	-3	-2	0.2	-16	9	-5	0	2
COc1ccc(NC(=O)CSc2nncc3ccccc23)cc1	-3	3	-8	0.1	-1	0	-3	-11	3
N#CCC(=O)N/N=C/c1ccc(Cl)cc1	3	-2	-7	0.1	3	5	-3	-5	0
CCOC(=O)c1c(NC(=S)NCc2ccccc2)sc2c1CCN(C(=O)OCC)C2	-9	-19	-5	0.3	-6	10	-2	-5	0
CNS(=O)(=O)c1ccc(CCC(=O)N2CCN(c3ccccc3OC)CC2)cc1	-17	8	-15	5.2	5	-8	-2	-9	12
Cc1cn([C@H]2C[C@H](O)[C@@H](CNCc3cccc(OC4CCCC4)c3)O2)c(=O)[nH]c1=O	x	9	x	1.3	-4	-8	-9	-18	2
Cc1cccc(C)c1NC(=O)CN(C)C(=O)C1CCCCC1	-5	-4	-5	0.5	4	4	-2	-3	0
COc1cc(C(=O)Nc2ncccc2C)ccc1OCC(=O)N1CCOCC1	-2	-7	-4	0.0	-3	7	0	-5	2
C=CCSc1ncccc1C(=O)NCc1ccc(C)cc1	2	-4	-21	-0.1	-8	6	-8	-7	0
CCCCNC(=O)CSc1nnc(Cc2ccccc2)n1CC	-6	-9	-22	0.4	3	5	-4	-12	0
COc1ccc(-c2c(C)nn3c(NC4CCCC4)cc(C)nc23)cc1OC	-11	-14	-35	0.8	-15	8	-4	-15	0
Cc1ccc(S(=O)(=O)CC(=O)NC(C)c2ccccc2)cc1 (stereo not given)	-3	7	-2	1.2	-9	-1	-2	-6	0
CCOc1cc(/C=C2/SC(=S)N(Cc3ccccc3)C2=O)ccc1O	-16	2	24	11	26	8	15	19	26
Cc1ccc(N=C(NO)c2nonc2N)cc1	-6	-12	-18	-0.1	7	4	-7	-9	1
CCN(CC)c1ccc(/C=N/N2CCN(Cc3ccc(C)cc3)CC2)c(O)c1	6	0	-14	0.9	10	1	-5	-10	0
COc1ccc(CCNC(=O)C23CCC(C)(C(=O)C2=O)C3(C)C)cc1OC (stereo not given)	0	-2	-11	1.2	9	5	-6	8	1
COc1ccc(C(=O)OCC(=O)Nc2cccc(S(=O)(=O)NC3=NCCCCC3)c2)cc1[N+](=O)[O-]	x	-6	x	2.7	-18	-1	-7	-19	4
Cc1ccc(S(=O)(=O)c2cc3c(=O)n4ccccc4nc3n(CCc3ccccc3)c2=N)cc1	-8	-2	-9	0.3	-3	-1	-6	-3	0
COc1ccc(C(=O)Nc2ccccc2)cc1S(=O)(=O)Nc1cc(C)on1	-5	-8	0	0.6	-6	9	-3	-3	1
O=C(COC(=O)c1ccccc1O)Nc1cccc2ccccc12	-2	-12	-10	0.8	-7	20	1	1	1
COc1ccc(C(=O)Nc2ccc3c(c2)nc(CN2CCN(C(C)=O)CC2)n3C)cc1	-2	-17	-9	0.3	4	4	-3	-5	0
O=C(Cc1ccccc1)Nc1ccc(S(=O)(=O)N2CCOCC2)cc1	5	5	7	0.9	11	1	-2	2	1
COc1cccc(-n2c(SCC(N)=O)nc3c([nH]c4ccccc43)c2=O)c1	-13	-13	-9	0.9	-5	11	0	-4	3
CCN(CC)S(=O)(=O)c1ccc(C(=O)NNC(=O)c2cccs2)cc1	-9	4	-2	0.1	5	-4	-3	-2	1
COc1ccccc1NC(=S)NCc1ccc(F)cc1	-5	-19	2	-0.2	12	15	-5	8	2
COc1ccc(/C=C/C(=O)c2c(O)ccc3c(C)cc(=O)oc23)cc1	-10	3	-23	1.0	2	1	-6	-4	6
Brc1ccc(-c2nnc(Cc3ccccc3)o2)cc1	-4	-5	-2	0.6	-7	8	-5	-6	-1
CN(CC(=O)Nc1ccccc1Cl)C(=O)C1CCN(S(=O)(=O)c2ccc3c(c2)OCCO3)CC1	-5	-6	7	7.9	-2	5	-2	9	3
Oc1ccc(NC(=S)Nc2ccc(F)cc2)cc1	2	-6	-1	-0.2	-7	4	-2	6	0
O=C(Cc1ccsc1)N1CCN(S(=O)(=O)c2cccc(F)c2)CC1	-4	5	-13	0.3	-9	1	-5	5	2

# In the list so far, these have two or more sulfur atoms.
SMILES	OXTR potentiate	CHRM1 antagonist	CHO parental Ca	CHO-K1 Ca ag	CHRM4 antagonist	M1 PAM	CHRM1 agonist	CHO-K1 Ca antag	M4 ag
O=C(COC(=O)CCC(=O)c1cccs1)Nc1cc(S(=O)(=O)N2CCOCC2)ccc1Cl	4	4	4	1.7	25	-5	-2	-6	3
CCCN1C(=O)/C(=C/c2c(NCCCOC(C)C)nc3c(C)cccn3c2=O)SC1=S	-12	18	2	0.5	-7	-1	3	17	1
O=S(=O)(c1cccc(Cl)c1)N1CCSc2ccccc21	-1	-11	-12	-0.9	2	8	-4	-29	0
CCc1ccc2nc(NC(=O)C3CCN(c4ncnc5sc(C)c(C)c45)CC3)sc2c1	-6	-6	-22	6.7	3	9	-1	0	1
CCc1ccc(S(=O)(=O)NC(=S)NC2CCCCC2)cc1	0	-12	-13	-0.4	2	9	-5	16	0
Cc1csc(N(C(=O)c2cccc(S(=O)(=O)N3CCCC3)c2)c2ccccc2)n1	-8	16	-9	1.9	1	-2	-3	-2	3
O=C(O)CSc1c(-c2cccs2)[nH]c2ccccc12	-10	-3	-2	0.2	-16	9	-5	0	2
CCOC(=O)c1c(NC(=S)NCc2ccccc2)sc2c1CCN(C(=O)OCC)C2	-9	-19	-5	0.3	-6	10	-2	-5	0
CCOc1cc(/C=C2/SC(=S)N(Cc3ccccc3)C2=O)ccc1O	-16	2	24	11	26	8	15	19	26
CCN(CC)S(=O)(=O)c1ccc(C(=O)NNC(=O)c2cccs2)cc1	-9	4	-2	0.1	5	-4	-3	-2	1
O=C(Cc1ccsc1)N1CCN(S(=O)(=O)c2cccc(F)c2)CC1	-4	5	-13	0.3	-9	1	-5	5	2

# Screening results as filed in PubChem.
